Mdm2 MdmX PPI: inhibitors of human Mdm2/MdmX interaction. O15151+Q00987. SaOS-2 split-luciferase Mdm2/MdmX complementation, luminescence. inhibition, % at 8 µM. 330,000 compounds, 3% hits;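 active = inhibition of at least 50% at 8 µM in the primary screen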
XBP1 UPR activ: activators of adaptive arm of unfolded protein response (XBP1); activation, % at 20 µM; CHO-XBP1 luciferase reporter, IRE1-XBP1 UPR activation, luminescence; percent of tunicamycin response, DMSO as zero; AID 463104; 330,000 compounds, 0.33% hits;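 active = versus positive control, 20 µM dose yields 30% or more activation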;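 also: 100% = tunicamycin at 10 µg/mL and 0% = DMSO only wells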
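Material: CHO-XBP1 cells stably carrying IRE1-XBP1-driven luciferase reporter / Amount: 1000 cells per well / Compound: 20 µM, 1% DMSO / Times: 6 h treatment, 37 °C / Detection: luciferase luminescence / Measure: % activation of reporter signal versus tunicamycin and DMSO controls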
tim23-1 inh: inhibits growth of tim23-1 mutant yeast; S. cerevisiae tim23-1 growth, BacTiter-Glo luminescence, 24 h; 330,000 compounds, 1.3% hits; inhibition, % at 20 µM;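 active = growth inhibition of the mutant yeast at or above 50%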;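 also: temperature-sensitive mutant grown at 25 °C; plate controls were DMSO-treated mutant yeast for no effect and medium wells lacking yeast for full effect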
NALP3 yeast inh: NALP3 inhibition in yeast; Yeast reconstituted NLRP3/ASC/caspase-1, beta-gal luminescence, 24 h; inhibition, % at 10 µM; 330,000 compounds, 0.39% hits;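 active = inhibition of 50% or more; inactive = inhibition below 50%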;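 also: plate controls were induced DMSO wells for no effect and uninduced yeast grown without galactose for full effect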
tim10-1 inh: growth inhibitors of tim10-1 mutant yeast. S. cerevisiae tim10-1 ts strain growth, BacTiter-Glo, 24 h. inhibition, % at 20 µM. 330,000 compounds, 2.2% hits;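 active = inhibition of at least 40%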;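 also: mutant grown at 25 °C; 0% = DMSO wells with yeast and 100% = wells holding no yeast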
UPR CHOP act: apoptotic UPR (CHOP) activation. CHO-CHOP luciferase reporter, luminescence; percent of tunicamycin response over DMSO baseline. activation, % at 10 µM. 330,000 compounds, 0.34% hits;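 active = at 10 µM dose, activation of 40% or more, normalized to positive control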;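 also: 100% = tunicamycin at 10 µg/mL and 0% = DMSO alone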
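Material: CHO-CHOP cells, stable luciferase reporter of PERK-eIF2a-CHOP signalling; quantity: 500 reporter cells seeded per well; buffer or medium: F12 medium containing 10% fetal bovine serum; compound: one dose, 10 µM in 0.5% DMSO; incubation: 6 h compound treatment, 37 °C; measured by: Steady-Glo luciferase luminescence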
NR3A LBD binder: NR3A (human) ligand-binding domain modulation; 340,000 compounds, 2.5% hits; Tm shift relative to glycine control, % at 25 µM; NR3A LBD differential scanning fluorimetry, Tm shift; 0% = protein alone, 100% = glycine-bound protein;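 active = melting temperature shift of at least 10% of the positive control shift, at one fixed dose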
APJ ag: activates the human apelin receptor APJ; P35414; activation, % at 20 µM; 330,000 compounds, 0.11% hits; CHO-K1 APJ PathHunter beta-arrestin, luminescence; 0% DMSO wells, 100% apelin; AID 2520;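 active = activation more than six SD over the plate average, tested at 20 µM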;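 also: 0% = DMSO alone and 100% = apelin-13 at 10 nM; some results filed as inactive read as strong as hits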
Target sequence (P35414 whole entry, looked up): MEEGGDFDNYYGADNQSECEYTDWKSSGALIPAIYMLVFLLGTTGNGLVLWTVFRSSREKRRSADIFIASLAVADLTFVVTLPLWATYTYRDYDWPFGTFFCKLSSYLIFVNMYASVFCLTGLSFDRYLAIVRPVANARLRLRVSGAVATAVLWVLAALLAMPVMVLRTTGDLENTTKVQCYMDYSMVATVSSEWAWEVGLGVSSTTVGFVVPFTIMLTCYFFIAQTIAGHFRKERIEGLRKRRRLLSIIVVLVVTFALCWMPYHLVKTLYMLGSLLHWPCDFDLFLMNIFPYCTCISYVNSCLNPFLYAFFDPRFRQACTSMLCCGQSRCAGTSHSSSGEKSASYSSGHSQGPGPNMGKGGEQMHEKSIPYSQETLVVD
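assay system = CHO-K1 APJ beta-arrestin complementation cell line | input = cell density 1000 per well | dosing = compound 20 µM once, DMSO 1% | timing = compound 90 min 25 °C, reagent 1 h | measured by = luminescence from split beta-galactosidase complementation, Galacton Star/Emerald II substrate | read-out basis = APJ agonist activity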
TIM10 inh: growth inhibitors of TIM10 yeast strain. S. cerevisiae TIM10 strain growth, BacTiter-Glo luminescence, 24 h. inhibition, % at 10 µM. 330,000 compounds, 1.4% hits;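 active = inhibition of 40% or more at the single tested concentration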;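 also: wild-type TIM10 isogenic control strain grown at permissive 25 °C; 0% = DMSO yeast wells and 100% = minimal medium wells without yeast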
An asterisk follows results filed as active; . = no result given.

| compound | Mdm2 MdmX PPI | XBP1 UPR activ | tim23-1 inh | NALP3 yeast inh | tim10-1 inh | UPR CHOP act | NR3A LBD binder | APJ ag | TIM10 inh |
| --- | --- | --- | --- | --- | --- | --- | --- | --- | --- |
| CNC(=S)Nc1cc2oc3ccccc3c2cc1OC | 31.7 | -1.0 | 25.1 | 28.2 | 20.2 | 1.0 | 18.4* | -3.3 | 2.5 |
| CSc1ccc(C(c2c(C)[nH][nH]c2=O)c2c(C)[nH][nH]c2=O)cc1 | -2.7 | -1.1 | 42.5 | 14.0 | 39.0 | 0.4 | -0.7 | -4.5 | 37.3 |
| Cc1nn(-c2ccc(F)cc2)c(Cl)c1/C=N/NC(=O)c1ccc(O)cc1 | 26.7 | 6.4 | -6.7 | 11.8 | -10.1 | 0.3 | -11.7 | -1.8 | -8.4 |
| O=C(CN1CCOCC1)N/N=C/c1cc2ccccc2nc1Cl | -10.0 | -2.9 | -0.8 | 4.3 | -7.9 | 0.1 | -3.5 | -1.5 | -0.6 |
| COC(=O)Nc1ccc(C)cc1NC(=O)OC | 9.0 | 1.7 | 13.3 | 8.6 | 4.2 | -0.9 | 0.0 | 6.6 | -7.6 |
| COc1ccc(CCNC(=O)CCC(=O)N2CC(C)Oc3ccc(Cl)cc32)cc1OC (stereo not drawn) | -28.0 | 2.8 | 8.8 | 13.6 | 17.2 | -0.4 | -0.8 | -5.7 | 7.5 |
| CCc1noc(C)c1C(=O)NCCc1ccc(Cl)cc1 | 7.0 | 1.1 | -12.1 | 28.3 | -4.8 | 1.2 | 0.6 | -8.8 | 2.0 |
| O=C(CN1C(=O)/C(=C/c2ccccc2F)Sc2ccccc21)N1CCN(c2ccccn2)CC1 | 20.8 | 1.5 | -168.0 | 33.4 | -33.4 | -1.0 | 0.2 | -0.7 | -54.2 |
| CNC(=O)CS(=O)(=O)CC(=O)Nc1cc(OC(C)C)c(Cl)cc1Cl | -50.1 | 2.1 | 23.7 | 18.1 | 20.3 | 1.9 | 0.2 | -2.7 | -0.8 |
| COc1cc(-c2noc(CCC(=O)Nc3cccnc3)n2)cc(OC)c1OC | 11.9 | -5.4 | 11.9 | 23.8 | 11.4 | 1.1 | -0.5 | -1.3 | 3.3 |
| COc1cccc(-c2nnn(CCc3nn[nH]n3)n2)c1 | 0.3 | -2.4 | 6.7 | -14.3 | 7.4 | 1.4 | -0.3 | 1.9 | -7.9 |
| CCOC(=O)c1cc(-c2ccc(C)c([N+](=O)[O-])c2)nc2c1c(=O)n(C)c(=O)n2C | -7.7 | 17.9 | 9.9 | 12.2 | 5.9 | 1.5 | . | 3.0 | 7.3 |
| O=C(N1CCCCC1)C12CC3CC(C1)CC(C(=O)N1CCCCC1)(C3)C2 | 14.5 | -5.3 | 16.3 | 15.3 | 18.3 | -2.9 | 21.1* | -1.3 | 13.5 |
| COc1ccc(CNCCC(c2ccc(OC(C)C)cc2)c2ccccc2OC)cc1OC (stereo not drawn) | 55.8* | -4.5 | 24.0 | 22.7 | 38.1 | -2.2 | -0.1 | -1.8 | 13.2 |
| O=C1CCCCC1Sc1nnc(Cc2cccs2)n1CCc1ccccc1 (stereo not drawn) | -8.6 | -2.9 | 14.3 | 10.5 | 45.0* | -2.1 | -0.1 | -2.0 | 16.6 |
| O=C(Nc1ccccc1)C(=O)c1cn(CC(=O)N2CCCCC2)c2ccccc12 | 5.3 | 1.6 | 18.2 | 21.9 | 23.1 | 6.3 | 3.5 | -2.1 | 18.2 |
| O=C(O)CCS(=O)(=O)Cc1cccc(Cl)c1 | 20.2 | -0.6 | 0.2 | -3.5 | 9.3 | 0.2 | 1.4 | -4.7 | 2.8 |
| CC(C)[C@H](NC(=O)[C@H]1N2C(=O)c3ccccc3C2SC1(C)C)C(=O)NCc1ccco1 (stereo partly drawn) | 22.6 | -4.7 | 15.0 | 8.1 | 14.5 | 1.2 | -0.2 | -1.7 | 5.5 |
| CC(C)Oc1ccc(C2CNC(=O)C2)cc1 (stereo not drawn) | -12.4 | 2.8 | 15.0 | 18.9 | 14.5 | 2.9 | -1.0 | -0.2 | 8.5 |
| COc1ccccc1-n1nc(C(=O)O)c2ccccc2c1=O | -3.6 | -1.0 | 22.7 | -6.1 | 4.2 | 1.7 | 1.4 | -0.5 | 0.0 |
| C/C(=N/NC(=O)c1ccccc1)c1ccc(NC(=O)C(F)(F)F)cc1 | -18.9 | 1.7 | -9.1 | 5.0 | 5.3 | -1.3 | -30.4 | -3.8 | -14.2 |
| O=C(Nc1cccc(S(=O)(=O)NC2=NCCC2)c1)c1c(F)cccc1Cl | 7.8 | 0.0 | 3.9 | -0.2 | 8.4 | -1.0 | 2.2 | -2.5 | 1.3 |
| CN(C)C(=O)CSc1nnc2sc3ccccc3n12 | 0.0 | -3.2 | -3.7 | -0.1 | 14.3 | -0.5 | -0.9 | -2.6 | 5.1 |
| CCCNS(=O)(=O)c1ccc(OCC(=O)Nc2ccccc2F)cc1 | -34.4 | -0.5 | 16.5 | 18.6 | 16.4 | -0.8 | 0.1 | 3.1 | 7.7 |
| Cc1cc(N2CCN(C)CC2)nc2ccc(NC(=S)NCCC(C)C)cc12 | 39.2 | 3.0 | -9.7 | 9.2 | 30.5 | 2.2 | -0.4 | -3.6 | 24.7 |
| CN(C)S(=O)(=O)c1cccc(NC(=S)NCCCn2ccnc2)c1 | 2.7 | 0.0 | 10.4 | 16.4 | -6.7 | -2.3 | -0.7 | 0.5 | -8.0 |

Compounds listed so far containing fluorine (five):
| compound | Mdm2 MdmX PPI | XBP1 UPR activ | tim23-1 inh | NALP3 yeast inh | tim10-1 inh | UPR CHOP act | NR3A LBD binder | APJ ag | TIM10 inh |
| --- | --- | --- | --- | --- | --- | --- | --- | --- | --- |
| Cc1nn(-c2ccc(F)cc2)c(Cl)c1/C=N/NC(=O)c1ccc(O)cc1 | 26.7 | 6.4 | -6.7 | 11.8 | -10.1 | 0.3 | -11.7 | -1.8 | -8.4 |
| O=C(CN1C(=O)/C(=C/c2ccccc2F)Sc2ccccc21)N1CCN(c2ccccn2)CC1 | 20.8 | 1.5 | -168.0 | 33.4 | -33.4 | -1.0 | 0.2 | -0.7 | -54.2 |
| C/C(=N/NC(=O)c1ccccc1)c1ccc(NC(=O)C(F)(F)F)cc1 | -18.9 | 1.7 | -9.1 | 5.0 | 5.3 | -1.3 | -30.4 | -3.8 | -14.2 |
| O=C(Nc1cccc(S(=O)(=O)NC2=NCCC2)c1)c1c(F)cccc1Cl | 7.8 | 0.0 | 3.9 | -0.2 | 8.4 | -1.0 | 2.2 | -2.5 | 1.3 |
| CCCNS(=O)(=O)c1ccc(OCC(=O)Nc2ccccc2F)cc1 | -34.4 | -0.5 | 16.5 | 18.6 | 16.4 | -0.8 | 0.1 | 3.1 | 7.7 |

Results in tim10-1 inh and Mdm2 MdmX PPI (3 entries from above):
SMILES | tim10-1 inh | Mdm2 MdmX PPI
COc1ccccc1-n1nc(C(=O)O)c2ccccc2c1=O | 4.2 | -3.6
O=C(CN1C(=O)/C(=C/c2ccccc2F)Sc2ccccc21)N1CCN(c2ccccn2)CC1 | -33.4 | 20.8
COc1ccc(CNCCC(c2ccc(OC(C)C)cc2)c2ccccc2OC)cc1OC (stereo not drawn) | 38.1 | 55.8*
